Compound activity from PubChem BioAssay.
Eya2 inh: blocks the phosphatase activity of human Eya2. O00167. recombinant Eya2, OMFP fluorescence dephosphorylation (OMFP is methylfluorescein phosphate). Potency, µM (highest dose often 76.9 µM), for the others: top-dose activity, negative = inhibition, usual class: inhibitors. 330,000 compounds, 0.006% hits. AID 488837; also: potency is read from the fitted curve at half-maximal effect; % is scaled to controls: 0 for no effect and ±100 for the full control effect
Target sequence (O00167 whole entry, looked up): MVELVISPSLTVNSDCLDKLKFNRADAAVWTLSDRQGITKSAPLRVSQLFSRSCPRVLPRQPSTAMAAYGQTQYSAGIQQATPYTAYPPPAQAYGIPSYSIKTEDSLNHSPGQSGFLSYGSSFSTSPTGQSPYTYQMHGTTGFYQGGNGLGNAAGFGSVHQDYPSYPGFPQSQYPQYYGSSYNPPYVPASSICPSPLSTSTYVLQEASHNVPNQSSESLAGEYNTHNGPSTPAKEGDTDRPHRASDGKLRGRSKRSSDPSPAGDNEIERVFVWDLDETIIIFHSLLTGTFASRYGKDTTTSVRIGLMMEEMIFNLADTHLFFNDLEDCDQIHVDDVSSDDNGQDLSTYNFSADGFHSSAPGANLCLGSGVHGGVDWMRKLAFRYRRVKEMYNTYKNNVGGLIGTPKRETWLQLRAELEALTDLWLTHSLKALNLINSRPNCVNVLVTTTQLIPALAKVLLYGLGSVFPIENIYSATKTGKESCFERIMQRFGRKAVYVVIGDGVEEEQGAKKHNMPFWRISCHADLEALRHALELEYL
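Eya2 (0.2 uM) preincubated 10 min at ambient with compound, then OMFP substrate added at 50 uM; 10 min reaction in 50 mM HEPES pH 7.5, 50 mM NaCl, 5 uM MgCl2, 0.05% BSA, 1 mM DTT. Fluorescence read at Ex 485/Em 525 nm.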
TRPV1 ag: activates the human vanilloid receptor TRPV1; activation, % at 8.33 µM; TRPV1-expressing cells, Fluo-8 calcium influx, agonist mode; 320,000 compounds, 0.19% hits; in the data active = activation above about 80%; inconclusive = between about 30% and that limit; also: 0% is about no effect
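Fluo-8 calcium influx in TRPV1-expressing cells, kinetic read (ex 480/em 520 nm). Compound added and read 3 min for agonist activity, followed by capsaicin at EC20 final and 2 min further read for enhancement.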
TSG101-PTAP inh: blocks PTAP/TSG101 interaction to inhibit HIV-1 budding. 340,000 tested, under 10 active. Potency, µM (doses to about 115 µM), for inactives: at the highest dose activity change, negative = inhibition, actives largely listed as inhibitors. Fluorescence polarization, FITC-PTAP peptide / Tsg101 binding. Q99816; active = well fitted inhibition curve with a large enough effect in the main read-out, with a control signal flat, not every such curve was filed as active; inconclusive = small, poorly fitted or top-dose-only effect, or effect the other way, or a change in a side signal; inactive = no such curve, though single readings can be large or run the other way; also: potency is read from the fitted curve at half-maximal effect; % of control where 0% means no effect
Target sequence (Q99816 whole entry, looked up): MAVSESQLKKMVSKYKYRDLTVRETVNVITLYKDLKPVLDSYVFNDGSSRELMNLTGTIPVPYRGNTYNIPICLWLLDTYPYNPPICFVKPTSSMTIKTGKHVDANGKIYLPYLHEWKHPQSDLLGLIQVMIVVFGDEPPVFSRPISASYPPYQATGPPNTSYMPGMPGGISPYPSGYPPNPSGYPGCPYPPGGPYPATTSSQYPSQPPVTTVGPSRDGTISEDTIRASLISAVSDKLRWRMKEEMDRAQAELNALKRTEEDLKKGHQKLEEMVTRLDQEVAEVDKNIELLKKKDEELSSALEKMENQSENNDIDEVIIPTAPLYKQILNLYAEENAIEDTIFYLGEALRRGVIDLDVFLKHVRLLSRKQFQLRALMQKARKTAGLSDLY
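Steps: Tsg101 binding domain dispensed (10 uM final), compounds pinned in DMSO, FITC-labeled PTAP-motif peptide added (50 nM final); after 20 min binding at room temperature, polarization measured.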
p53 reactivator: restores transcriptional activity of mutant p53; AID 504706; H1299 p53-A138V BP100-luciferase reporter, luminescence, 24 h; 320,000 compounds, 0.063% hits; Potency, µM (doses to about 92.2 µM), inactives show at the top dose activity change, positive = activation, most hits filed as activators; also: potency is read from the fitted curve at half-maximal effect; % of control where 0% means no effect; nearly all actives have a fitted effect of over 45% in size
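H1299 (p53-null), stable ts p53-A138V + BP100-Luc; 1000 cells/well, Opti-MEM/10% FBS; cpd 4 pt, 1:5; 24 h, 37 deg C, 5% CO2; detection reagent 10 min RT; luminescence.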
BRCA1 expr act: BRCA1 expression activation | MCF7-BRCA1-FFLuc reporter, luminescence, 48 h; response scale: scaled: vehicle 0%, 10 µM genistein 100% | Potency, µM (top dose mostly 46.1 µM), for inactives: top-dose activation, most hits filed as activators | 380,000 compounds, 1.1% hits; also: potency is read from the fitted curve at half-maximal effect; nearly all actives have a fitted effect of over 80% in size; some results filed as inactive show a strong effect at the top dose
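Luminescence from a BRCA1-driven firefly luciferase in MCF7 cells was the read-out, taken 15 min after substrate addition following 48 h compound exposure at 37 °C. Data were normalized to a 10 microM genistein control and DMSO vehicle.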
ASM inhibitor: human S-ASM enzyme inhibition. P17405. placental ASM, HMU-PC fluorogenic substrate, 60 min. Potency, µM (highest dose often 57.5 µM), without a hit: at the highest dose activity change, negative = inhibition, actives largely listed as inhibitors. 340,000 compounds, 0.006% hits. AID 504937; also: potency is read from the fitted curve at half-maximal effect
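Fluorescence read-out (Ex 386 nm, Em 447 nm) after stopping the reaction at pH 10. Enzyme: ASM from human placenta; substrate HMU-PC0, 9 uM final; 60 min, 37 °C. Compound preincubation 10 min, ambient temperature.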
B2AR arrestin: agonists driving beta-arrestin recruitment to human beta2-adrenergic receptor | P07550 | beta-arrestin recruitment to beta2AR, cell-based reporter | Potency, µM (highest dose often 46.1 µM), for the others: at the highest dose activation, hits mostly activators | 330,000 compounds, 0.02% hits | AID 492947;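 also: potency is read from the fitted curve at half-maximal effect; 0% = DMSO controls and full agonism = EC100 isoproterenol or metaproterenol; nearly all actives have a fitted effect of over 65% in size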
uPA surface inh: inhibitors of cell surface uPA generation; 330,000 compounds, 0.31% hits; Potency, µM (top dose mostly 38.3 µM), for the others: at the top dose activity change, negative = inhibition, actives largely listed as inhibitors; cell surface uPA generation assay, qHTS; active = well fitted inhibition curve with a large enough effect; inconclusive = small, poorly fitted or top-dose-only effect; inactive = no such curve, though single readings can be large or run the other way; tested in mouse RAW 264.7 cells; also: potency is read from the fitted curve at half-maximal effect; % is scaled to controls: 0 for no effect and ±100 for the full control effect; nearly all actives have a fitted effect of over 55% in size
a7 integrin act: activators of alpha7 integrin expression for muscular dystrophy; Potency, µM (titrated, usually from 38.3 µM), without a hit: at the highest dose activation, most hits filed as activators; alpha7betagal myoblasts, beta-gal FDG fluorescence, 48 h; 350,000 compounds, 0.064% hits;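 also: potency is read from the fitted curve at half-maximal effect; 100% = response of the positive control SU9516; nearly all actives have a fitted effect of over 60% in size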
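Alpha7betagal+/- myoblasts (passage 13) were plated 16-24 hr, then exposed to compounds (1:260 dilution of DMSO stock) for 48 hours at 37C. After MPER lysis, β-galactosidase reporter activity was read as FDG fluorescence (ex 480/em 540) after 30 minutes.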
USP2a inh: USP2a (human) protease inhibition. USP2 core, Ub-CHOP2 coupled fluorogenic reporter, 485/531. Potency, µM (titrated, usually from 38.3 µM), for the others: top-dose activity change, negative = inhibition, hits mostly inhibitors. 330,000 compounds, 0.01% hits. AID 463254;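 also: potency is read from the fitted curve at half-maximal effect; plate controls were DMSO wells for no effect and full inhibition by NEM control for full effect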
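Deubiquitinase activity read as fluorescence (485/531 nm) after Ub-CHOP2 cleavage activates the enterokinase reporter on its substrate; USP2 core 10nM, Ub-CHOP2 and substrate 25nM each, 30min compound preincubation then 60min RT; data normalized to NEM, curves fitted.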
ELG1 genotox: induces genotoxicity in HEK293T cells with luciferase-tagged ELG1. HEK293T ELG1-luciferase reporter, luminescence, 16 h. Potency, µM (highest dose often 46 µM), for the others: top-dose activity change, positive = activation, usual class: activators. 330,000 compounds, 1.3% hits; also: potency is read from the fitted curve at half-maximal effect; % of control where 0% means no effect; nearly all actives have a fitted effect of over 60% in size
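Genotoxicity was scored as increased ELG1-luciferase reporter signal, measured by ONE-Glo luminescence (30 min, room temperature). Compound or vehicle exposure of the HEK293T reporter cells lasted 16 hr at 37°C.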
* hit, by the source's call; u = inconclusive; x = not tested or not shown; [ ] = dose if it differs, or a comment. Unless noted, calls follow the shape of the dose curve; as a rule, active = well fitted curve in the direction sought with a large enough effect; inconclusive = small, poorly fitted or top-dose-only effect, or another doubt; inactive = no such curve, though single readings can be large; an effect the other way counts as inactive or inconclusive. Not a hit list, and some 2.6% of all compounds hit somewhere here.

Molecule	BRCA1 expr act	Eya2 inh	p53 reactivator	ELG1 genotox	a7 integrin act	B2AR arrestin	ASM inhibitor	TSG101-PTAP inh	TRPV1 ag	USP2a inh	uPA surface inh
O=C(C1CCCN(S(=O)(=O)c2ccc(Br)cc2)C1)N1CCN(Cc2ccccc2)CC1 (centres undefined)	-24.5%	-13.8%	-1.8%	-15.7%	-23.6%	0.5%	0.1%	1.1%	28.9	-3.8%	-6.1%
C=CCn1c(=O)/c(=C/c2cc(OC)c(OC)c(OC)c2)s/c1=C(/C#N)c1nc2ccccc2n1C	-25.6%	-2.2%	-12.9%	-8.5%	15.0%	0.0%	-13.3%	u	-1.7	18.5%	1.5%
Cn1cnnc1SCC(=O)Nc1ccc(OCc2ccccc2)cc1	81.2%	-2.5%	4.1%	15.9%	-18.0%	0.4%	-0.4%	-0.3%	-3.7	0.2%	-3.6%
Cc1ccc([C@H]2C(C(=O)O)=C[C@@H](C(C)(C)C)N2S(=O)(=O)c2ccc(C)cc2)cc1	10.2%	-7.0%	4.5%	-0.1%	-9.2%	-0.4%	1.7%	-0.3%	x	0.2%	-16.8%
COc1ccc(C(C(=O)NC2CCCCC2)N(C(=O)CCl)c2cccc(Cl)c2)cc1 (centres undefined)	-101.4%[inhibitor]	2.8%	-14.2%	-11.4%	-66.5%[inhibitor]	0.3%	-0.2%	0.0%	22.8	2.7%	-7.1%
Cc1cccc(OCC(=O)NCCNC(=O)c2cccnc2)c1	-11.9%	1.7%	4.1%	2.7%	34.1%	-1.0%	0.6%	2.4%	0.9	2.8%	-0.4%
COc1ccc(C(=O)c2c[nH]c(C(=O)NCc3cccs3)c2)cc1	-13.5%	10.2%	1.3%	7.3%	21.1%	-0.1%	0.4%	-0.5%	-2.4	1.7%	-1.3%
CN(C)C(CNC(=O)c1ccco1)c1cccs1 (centres undefined)	23.4%	25.7%	17.4%	6.5%	-7.0%	0.0%	0.8%	0.1%	-1.1	-0.5%	0.6%
c1ccc2c(c1)OCC(CNCC1COc3ccccc3O1)O2 (centres undefined)	-14.9%	0.5%	13.5%	-3.2%	26.7%	1.6%	-0.5%	-1.3%	-2.7	0.1%	2.1%
CCOc1ccc2ccccc2c1/C=N/NC(=O)CNC(=O)c1ccccc1F	-22.5%	-19.0%	1.2%	-1.4%	6.5%	0.1%	9.1%	-3.4%	-2.2	0.7%	3.6%
CCOC(=O)C(C)On1c(-c2ccccc2)nc2ccc([N+](=O)[O-])cc21 (centres undefined)	u	-15.0%	u	3.3%	-17.6%	0.0%	0.2%	-2.4%	16.7	0.3%	-0.2%
Cc1ccc(C(=O)COC(=O)CNC(=O)c2cccs2)cc1C	0.0%	12.7%	2.7%	0.8%	17.1%	0.0%	8.0%	-4.7%	7.4	2.1%	0.7%
Cc1ccc(NCc2nnc(SCC(=O)Nc3ncc(C)s3)n2Cc2ccco2)c(C)c1	-26.9%	-6.3%	5.1%	0.6%	-18.6%	0.1%	-2.0%	-5.0%	0.7	-0.7%	-2.5%
O=C(c1ccoc1)N1CCCC(N2CCN(c3ccc(F)cc3)CC2)C1 (centres undefined)	1.4%	4.0%	x	-1.9%	30.5%	-0.4%	6.7%	1.5%	-0.2	0.1%	-27.8%
Cc1cc(C)n(CCN(C)Cc2nc(Cc3ccccc3F)no2)n1	21.5%	8.2%	-4.6%	u	-2.2%	-0.1%	5.4%	-4.9%	-3.9	0.8%	4.8%
CN(C)CCNC(=O)c1cc2c(s1)-c1ccc(Cl)cc1SC2	-94.0%[inhibitor]	-22.9%	-15.8%	-9.7%	-61.5%[inhibitor]	-0.4%	210.4%[activator]	-5.5%	4.9	3.3%	18.2%
Cc1cccc2cc(CN(CCN3CCOCC3)C(=O)NCc3ccccc3)c(=O)[nH]c12	0.0%	-31.6%	-5.2%	-1.7%	-1.0%	-0.3%	0.7%	-4.0%	2.1	0.4%	3.5%
COC(=O)c1cccc(N2C(=O)c3cccnc3C2=O)c1	u	24.2%	-0.7%	-4.6%	16.9%	-1.1%	2.4%	-0.3%	2.0	-0.4%	-0.6%
CCN(CC)S(=O)(=O)c1cccc(-n2c(O)c(C=Nc3ccccc3C(=O)O)c3ccccc3c2=O)c1	12.8%	-1.9%	5.2%	-8.0%	-15.1%	-0.1%	7.3%	-6.2%	0.8	0.5%	0.7%
C#CCNS(=O)(=O)c1ccc(F)cc1Br	0.0%	x	x	x	26.8%	x	5.5%	-6.3%	x	x	-0.7%
CC(NC(=O)COC(=O)CCNC(=O)c1ccco1)C12CC3CC(CC(C3)C1)C2 (centres undefined)	-14.9%	1.5%	-3.4%	8.8%	3.1%	0.5%	0.0%	-0.5%	4.5	1.1%	0.5%
CCNC(=O)COC(=O)c1[nH]c(C)c(C(=O)OC)c1C	61.3%	-7.3%	16.9%	8.6%	22.2%	-0.2%	4.3%	-1.2%	3.1	1.1%	3.6%
O=C(/C=C/c1ccc(Cl)cc1)Nc1nccs1	u	-4.6%	1.9%	u	-20.4%	0.5%	-0.1%	-6.1%	26.5	-0.6%	u
Cc1noc(C)c1S(=O)(=O)Nc1ccc(C(=O)N2CCN(c3ccc(Cl)cc3)CC2)cc1	-19.0%	-5.0%	-2.9%	-11.1%	-17.3%	-0.1%	-26.2%	-2.1%	-2.9	-2.9%	-7.9%
CCOC(=O)c1cc2sccc2n1CC(=O)OC(C)C	0.8%	-6.7%	1.5%	-0.4%	-8.4%	0.2%	0.3%	-3.9%	0.7	-2.2%	-2.4%
N#C/C(=C\c1cn(CCOc2ccccc2)c2ccccc12)C(=O)NCC1CCCO1 (centres undefined)	-3.8%	-13.4%	5.6%	-4.7%	30.9%	0.0%	13.7%	-0.4%	17.7	-0.2%	-1.7%
COc1ccccc1C(=O)NCC(=O)Nc1ccccc1	-47.9%	3.0%	4.6%	0.9%	23.6%	-0.2%	-2.1%	-5.1%	2.4	3.4%	-0.4%
COc1ccc(C(=O)NC(=S)Nc2nnn(C)n2)cc1	4.6%	-4.2%	-1.9%	7.6%	-6.5%	-0.1%	0.3%	2.3%	-4.3	-0.2%	4.0%
COc1ccc2[nH]c(=O)c(NC(N)=S)nc2c1	0.3%	-4.5%	6.5%	-3.0%	10.9%	-0.8%	-0.1%	-2.7%	0.6	0.2%	x
C=CCN(CC=C)Cc1ccc(C(=O)OC)o1	-3.9%	u	-4.5%	1.8%	u	0.4%	2.9%	0.1%	-5.2	0.8%	1.4%

Profiles from above. Screens in order: BRCA1 expr act, Eya2 inh, p53 reactivator, ELG1 genotox, a7 integrin act, B2AR arrestin, ASM inhibitor, TSG101-PTAP inh, TRPV1 ag, USP2a inh, uPA surface inh
`COc1ccccc1C(=O)NCC(=O)Nc1ccccc1` in the list: -47.9%, 3.0%, 4.6%, 0.9%, 23.6%, -0.2%, -2.1%, -5.1%, 2.4, 3.4%, -0.4%
`Cc1noc(C)c1S(=O)(=O)Nc1ccc(C(=O)N2CCN(c3ccc(Cl)cc3)CC2)cc1` in the list: -19.0%, -5.0%, -2.9%, -11.1%, -17.3%, -0.1%, -26.2%, -2.1%, -2.9, -2.9%, -7.9%

Next section.
Molecule	BRCA1 expr act	Eya2 inh	p53 reactivator	ELG1 genotox	a7 integrin act	B2AR arrestin	ASM inhibitor	TSG101-PTAP inh	TRPV1 ag	USP2a inh	uPA surface inh
O=C(NCc1ccccc1)c1ccco1	-0.5%	1.1%	12.0%	-1.8%	6.3%	0.0%	4.4%	5.6%	-1.6	2.8%	11.6%
O=C(N/C(=C/c1ccccc1)C(=O)N1CCCCC1)c1ccccc1	-30.3%	-1.3%	27.4%	18.3µM*	22.3%	-0.6%	-1.9%	0.5%	0.0	3.6%	-1.2%
C[C@H](NC(=O)NCc1cccs1)C(=O)O	0.4%	3.0%	6.7%	-0.3%	22.7%	-0.1%	2.6%	x	-2.0	3.4%	-2.7%
CC(C)CC(=O)N1CCN(S(=O)(=O)c2ccc(Cl)cc2)CC1	-6.1%	-5.1%	-2.0%	-1.6%	-23.5%	0.6%	0.3%	0.3%	3.0	6.5%	-1.8%
COC(=O)C1=CN(Cc2ccccc2)C=C(C(=O)OC)C1c1ccc(O)c(OC)c1	-18.9%	-7.8%	-3.2%	-0.1%	13.7%	0.0%	203.3%[activator]	-9.3%	-6.6	-6.5%	-22.2%
Cc1noc(NS(=O)(=O)c2ccc(NC(=O)/C=C/c3ccccc3)cc2)c1C	-2.4%	0.1%	-6.0%	2.2%	8.6%	-0.7%	8.6%	-2.9%	x	-5.2%	-0.6%
C=CCn1c(=O)c2ccccc2n2c(SCC(=O)NC)nnc12	-11.5%	14.6%	9.3%	-1.6%	2.5%	0.2%	-7.7%	-7.1%	2.0	1.9%	0.0%
